# USP1-UAF1 inh – blocks the human USP1/UAF1 deubiquitinase complex; recombinant USP1/UAF1, Ub-Rhodamine cleavage fluorescence; Potency, µM (highest dose often 57.1 µM), for the others: at the top dose activity change, negative = inhibition, usual class: inhibitors; O94782; AID 743255; actives 0.23% (n = 390,000); further: potency means the concentration at half of the fitted maximal effect; on the % scale 0 is the no-effect control and ±100 the full control effect; nearly all actives have a fitted effect of over 60% in size; inactives centre near -12
#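 Step one: compound is pinned into 1nM USP1/UAF1 in HEPES pH 7.8 buffer with TCEP. Step two: 15 min room-temperature incubation. Step three: Ub-Rho (150nM final) starts cleavage, tracked by fluorescence over six one-minute reads.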
# RGS4 inhibitor – blocks human RGS4-accelerated GTP hydrolysis; AID 504845; P49798; Transcreener GDP fluorescence polarization, RGS4-accelerated GTP hydrolysis; actives 0.039% (n = 390,000); Potency, µM (titrated, usually from 114 µM), for inactives: at the top dose activity change, negative = inhibition, actives largely listed as inhibitors; further: potency means the concentration at half of the fitted maximal effect; on the % scale 0 is the no-effect control and ±100 the full control effect; nearly all actives have a fitted effect of over 75% in size; some results filed as inactive show a strong effect at the top dose
# Target sequence (P49798 whole entry, looked up): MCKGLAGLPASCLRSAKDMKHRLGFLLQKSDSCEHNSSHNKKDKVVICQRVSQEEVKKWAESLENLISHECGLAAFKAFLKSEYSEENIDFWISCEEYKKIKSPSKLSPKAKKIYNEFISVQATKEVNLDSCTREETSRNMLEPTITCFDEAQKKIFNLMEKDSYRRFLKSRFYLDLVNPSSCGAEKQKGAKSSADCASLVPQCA
#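 MLSMR compounds (23 nl, pin-transferred) preincubated 10 min at room temperature with a 500nM (2x) first reagent, then RGS4 at 900nM (2x) plus Transcreener GDP mix added; fluorescence polarization (620/688 nm) read before and after 90 min at 30 °C.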
# Vif-APOBEC3G blk – blocks the Vif interaction with human APOBEC3G | Q9HC16 | HeLa A3G-eYFP + Vif (tagged APOBEC3G with the HIV-1 protein that degrades it), YFP fluorescence, overnight | Potency, µM (top dose mostly 46.1 µM), for inactives: at the highest dose activity, negative = active, hits mostly inhibitors | actives 0.076% (n = 410,000) | AID 602310;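 further: potency means the concentration at half of the fitted maximal effect; on the % scale 0 is the no-effect control and ±100 the full control effect; nearly all actives have a fitted effect of over 60% in size; hits raise eYFP signal because A3G escapes Vif-driven loss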
# Target sequence (Q9HC16 whole entry, looked up): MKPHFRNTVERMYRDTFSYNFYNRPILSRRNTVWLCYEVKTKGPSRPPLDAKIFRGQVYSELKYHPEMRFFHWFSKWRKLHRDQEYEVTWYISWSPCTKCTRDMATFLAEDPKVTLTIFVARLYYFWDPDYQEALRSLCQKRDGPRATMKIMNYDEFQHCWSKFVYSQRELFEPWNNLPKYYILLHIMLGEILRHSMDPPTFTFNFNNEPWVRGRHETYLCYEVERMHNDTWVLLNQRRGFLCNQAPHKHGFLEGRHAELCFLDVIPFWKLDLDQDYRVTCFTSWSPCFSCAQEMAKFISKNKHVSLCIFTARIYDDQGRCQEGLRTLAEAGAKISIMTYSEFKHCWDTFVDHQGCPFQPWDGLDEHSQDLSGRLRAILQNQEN
#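 HeLa cells stably expressing Vif and C-terminally eYFP-tagged A3G, seeded overnight at 37 deg C, then exposed to compound by pintool overnight at 37 deg C. Rise in yellow fluorescence (Ex 488/Em 500-530, Acumen) marks blocked Vif-driven A3G degradation.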
# rTrxR1 inhibitor – inhibitors of rat thioredoxin reductase 1 | actives 1% (n = 390,000) | AID 588453 | Potency, µM (highest dose often 114 µM), without a hit: top-dose activity change, negative = inhibition, actives largely listed as inhibitors | recombinant rTrxR1, NADPH fluorescence consumption, selenite substrate | O89049; further: potency means the concentration at half of the fitted maximal effect; on the % scale 0 is the no-effect control and ±100 the full control effect; nearly all actives have a fitted effect of over 65% in size
#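 Rat TrxR1 (90 nM in the dispensed reagent) was pre-reduced with 400 uM NADPH for 5 min at room temperature, then incubated with compound for 15 min. After 400 uM selenite was added, NADPH fluorescence (Ex 340/Em 450 nm) was followed for 8 min.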
# LDHA block – LDHA (human) enzyme inhibition | P00338 | purified LDHA, NADH/diaphorase-resazurin fluorescence; stronger effect = lower value | activity change, % (values are at about 110 or 230 µM) | actives 0.15% (n = 480,000); in the data active means activity change below about -30%; inconclusive means mostly about -25% to -30%;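 further: plate controls were DMSO wells for no effect and wells without enzyme for full effect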
#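 Remaining NADH was detected by diaphorase (0.133 mg/mL) converting 37 µM resazurin to fluorescent resorufin, read at 0 and 20 minutes. The preceding 5-minute room-temperature reaction used 2 nM LDHA, 0.2 mM sodium pyruvate and 0.06 mM NADH at pH 7.4.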
# TrxR1 substrate – rat thioredoxin reductase 1 substrate activity | O89049 | purified TrxR1 substrate turnover, NADPH consumption readout | Potency, µM (doses to about 114 µM), for inactives: top-dose activity change, negative = substrate turnover | actives 0.01% (n = 390,000) | AID 588456; further: potency means the concentration at half of the fitted maximal effect; on the % scale 0 is the no-effect control and ±100 the full control effect; nearly all actives have a fitted effect of over 50% in size
#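 Rat TrxR1, dispensed at 90 nM, was prereduced with 400 uM NADPH (final) for 5 min at ~22 deg C, then incubated with compound 15 min before 400 uM selenite. A first-read NADPH fluorescence drop versus no-compound background flagged substrates.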
# Glioma ERSR ind – ER stress response induction in glioma; AID 602332; U87-MG GRP78 promoter luciferase reporter, 16 h; Potency, µM, for inactives: top-dose activation, actives largely listed as activators; actives 0.02% (n = 420,000); further: potency means the concentration at half of the fitted maximal effect; series mostly up to about 76 µM; % of control where 0% means no effect; nearly all actives have a fitted effect of over 35% in size
#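 ERSR induction read as luciferase luminescence (Bright-Glo, 10 min at room temperature) in stably transfected human U87-MG glioma cells exposed to compounds for 16 h, using GRP78 as sensor.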
# Vif-A3F inh – Vif-A3F binding inhibition; HeLa A3F-eYFP + Vif (tagged APOBEC3F with the HIV-1 protein that degrades it), YFP fluorescence increase; Potency, µM (top dose mostly 46.1 µM), for the others: top-dose activity, negative = active; actives 0.2% (n = 390,000); AID 602313; further: potency means the concentration at half of the fitted maximal effect; % of control where 0% means no effect; nearly all actives have a fitted effect of over 65% in size
#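 HeLa cells stably expressing Vif plus C-terminally eYFP-tagged A3F were seeded, incubated overnight at 37 deg C, dosed with compound, incubated overnight again at 37 deg C. Yellow fluorescence (Ex 488/Em 500-530) reported blocked Vif-mediated A3F-eYFP degradation.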
# IDH1 R132H inh – inhibitors of human mutant IDH1 R132H | Potency, µM (highest dose often 76.6 µM), without a hit: at the top dose activity change, negative = inhibition, hits mostly inhibitors | actives 0.093% (n = 390,000) | IDH1-R132H enzyme, NADPH consumption, diaphorase/resazurin fluorescence | O75874 | AID 602179; further: potency means the concentration at half of the fitted maximal effect; on the % scale 0 is the no-effect control and ±100 the full control effect; nearly all actives have a fitted effect of over 65% in size
# Target sequence (O75874 whole entry R132H, stated change not applied): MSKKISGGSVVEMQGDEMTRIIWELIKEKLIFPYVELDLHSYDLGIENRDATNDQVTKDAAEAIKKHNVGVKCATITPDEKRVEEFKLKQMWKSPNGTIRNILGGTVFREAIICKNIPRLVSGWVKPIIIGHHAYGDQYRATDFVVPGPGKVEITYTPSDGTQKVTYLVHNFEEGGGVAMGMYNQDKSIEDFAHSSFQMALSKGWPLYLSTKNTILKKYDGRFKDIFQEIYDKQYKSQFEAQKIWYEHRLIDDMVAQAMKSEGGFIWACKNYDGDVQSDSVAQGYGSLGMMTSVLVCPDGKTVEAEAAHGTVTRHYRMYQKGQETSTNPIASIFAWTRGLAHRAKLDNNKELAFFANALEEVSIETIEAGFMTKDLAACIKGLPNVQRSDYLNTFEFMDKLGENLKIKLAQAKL
#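 IDH1-R132H (0.5 ug/mL) preincubated 30 min with compound, then NADPH (0.016 mM) and alpha-KG (2 mM) added; 80 min at RT, pH 7.5. Remaining NADPH coupled via diaphorase/resazurin to fluorescence (540/590 nm); concentration-response curves normalized to no-enzyme control.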
# Active calls of the source: *; ? = inconclusive; / = no result given; & = joins results of further samples; [ ] = remark or other dose. Unless noted, the call rests on the fitted dose curve; in most records, active means well fitted curve in the direction sought with a large enough effect; inconclusive means small, poorly fitted or top-dose-only effect, or another doubt; inactive means no such curve, though single readings can be large; an effect the other way counts as inactive or inconclusive. A portion of the library; rates above refer to the full screens.
SMILES,USP1-UAF1 inh,RGS4 inhibitor,Vif-APOBEC3G blk,rTrxR1 inhibitor,LDHA block,TrxR1 substrate,Glioma ERSR ind,Vif-A3F inh,IDH1 R132H inh
COc1ccc(-c2c(C(C)=O)c(C)nc3sc4c(=O)n(-c5ccc(C)cc5)nnc4c23)cc1,-10%,-11%,-4%,-12%,-1,-17%,-5%,7%,2%
CCCCOc1ccc(C(=O)C(CN2CCOCC2)c2ccccc2)cc1 (stereo not given),-19%,-23%,-12%,-3%,4,0%,-18%,-2%,1%
Cc1[nH]n(-c2ccccc2)c(=O)c1C=Nc1ccc(S(=O)(=O)NC(N)=O)cc1,-22%,4%,0%,-8%,-2,-7%,3%,-7%,3%
O=C(NCCN1CCOCC1)c1csc2c1CCCCC2,-3%,12%,0%,19%,-1,7%,-1%,3%,2%
Cc1ccc(S(=O)(=O)N2CCN(C(=O)COC(=O)c3ccc(C(C)(C)C)cc3)CC2)c(C)c1,-21%,-9%,1%,24%[57.1 µM],-4,8%[57.1 µM],-2%,4%,4%
CCN1CCCC1CNC(=O)C(=O)Nc1ccccc1 (stereo not given),-26%,-4%,-2%,11%,-2,6%,6%,-21%,-5%
CCCNC(=O)Cn1cc(S(=O)(=O)N2CCCC2)c(S(=O)(=O)N2CCCC2)c1,-28%,17%[11.4 µM],1%,23%,-2,6%,-5%,1%,24%
CSc1cccc(NS(=O)(=O)c2cn(C)c(C)n2)c1,-19%,15%,-2%,15%[57.1 µM],-6,-1%[57.1 µM],1%,-6%,-9%
CCOC(=O)C(C(=O)OCC)C(=O)c1cc(OC)c(OC)c(OC)c1,-7%,-18%,1%,0%,5,7%,-2%,/,7%
CC(CC(=O)N(C)c1c(N)n(Cc2ccccc2)c(=O)[nH]c1=O)c1ccccc1 (stereo not given),-14%,-12%,-1%,-17%,-4,-13%,-3%,7%,6%
CCOC(=O)Cc1csc(NC(=O)c2cccc(OC)c2)n1,-13%,-6%,-3%,10%[57.1 µM],-2,0%,2%,-7%,4%
O=C(N/N=C\c1cc(Br)cs1)C1COc2ccccc2O1 (stereo not given),-15%,-17%,?,12%,-6,6%,-3%,-20%,4%
CCOc1ccc(C(=O)NNC(=O)C2CC(=O)N(c3ccc(C)cc3)C2)cc1 (stereo not given),-3%,-3%,-2%,-7%,-9,-11%,-3%,7%,-1%
COc1ccc(NC(=O)N(C)C[C@H]2Oc3ccc(NC(=O)C4CC4)cc3C(=O)N([C@H](C)CO)C[C@@H]2C)cc1,-8%,-1%,-3%,2%,-1,2%,-1%,-1%,-6%
Cc1ccc(C(=O)C[n+]2cccc3cccc(O)c32)cc1,/,/,-9%,2%,/,3%,-4%,/,/
CCc1cccc(C)c1NC(=O)C1CCN(c2nn3c(=O)cc(C)nc3s2)CC1,-12%&-25%,-17%[56.9 µM],2%&5%,2%&16%,2&4,-11%&2%,4%&-3%,-10%&5%,-15%&11%
Cc1ccc(C(=O)CNc2cc(C)ccc2C)cc1,-12%,9%,2%,7%,-3,0%,-5%,-6%,-15%
Cc1ccc(N2C(=O)c3ccc(N)cc3C2=O)cc1C,-17%,-5%[56.9 µM],-1%,8%,-8,0%,7%,1%,3%
COc1ccccc1NC(=O)NNC(=O)c1ccncc1,?,1%,0%,-1%,-6,-7%,-1%,1%,-4%
Cn1nnnc1SCC(=O)N1CCc2ccccc21,-1%,16%,3%,11%,-10,4%,-2%,-14%,23%
COc1ccc2[nH]c(=O)c(CN(Cc3cccs3)Cc3nnnn3Cc3ccccc3)cc2c1,-16%,-18%,0%,3%,0,7%,-3%,0%,0%
O=C(Nc1cc(S(=O)(=O)N2CCOCC2)ccc1N1CCOCC1)c1ccc(S(=O)(=O)N2CCCCC2)cc1,?,16%,-9%,21%[57.1 µM],-8,9%[57.1 µM],-1%,-5%,15%
CCN1C(=O)c2cccc3c(S(=O)(=O)N4CCNCC4)ccc1c23,-8%,15%,1%,9%,7,19%,4%,-16%,33%[activator]
COc1ccc(C(CNC(=O)c2ccc(N3CCCC3=O)cc2)N(C)C)cc1 (stereo not given),-4%,-5%,4%,-17%,-3,-10%,0%,0%,9%
O=C(/C=C\c1ccco1)c1ccc(NC(=O)c2ccco2)cc1,-13%,?,-15%,?,-3,-2%[57.1 µM],0%,-5%,-5%
Cc1cc(Br)ccc1NC(=O)CN1C(=O)C2CC=CCC2C1=O (stereo not given),-16%,15%,0%,?,-10,4%,-1%,-6%,1%
CCOC(=O)c1cc(S(=O)(=O)Nc2ccc(OC)cc2OC)cn1C,0%,40%,6%,23%,0,11%,-5%,4%,4%
O=C(c1ccco1)N1CCN(C(=O)c2[nH]ncc2[N+](=O)[O-])CC1,-4%,20%,2%,7%,-11,-1%,-2%,0%,-2%
CC(C)(C)N(Cc1ccccc1)C(=O)COC(=O)c1ccc(Br)o1,-8%,12%,-11%,-11%,-3,-9%,-2%,0%,4%
COC(=O)c1sc2nc3c(c(-c4cccs4)c2c1N)CCCC3,-21%,-29%,0%,16%,1,10%,-2%,5%,3%

# An excerpt from further up, for reference:
SMILES,USP1-UAF1 inh,RGS4 inhibitor,Vif-APOBEC3G blk,rTrxR1 inhibitor,LDHA block,TrxR1 substrate,Glioma ERSR ind,Vif-A3F inh,IDH1 R132H inh
O=C(Nc1cc(S(=O)(=O)N2CCOCC2)ccc1N1CCOCC1)c1ccc(S(=O)(=O)N2CCCCC2)cc1,?,16%,-9%,21%[57.1 µM],-8,9%[57.1 µM],-1%,-5%,15%
CCN1C(=O)c2cccc3c(S(=O)(=O)N4CCNCC4)ccc1c23,-8%,15%,1%,9%,7,19%,4%,-16%,33%[activator]
COc1ccc(C(CNC(=O)c2ccc(N3CCCC3=O)cc2)N(C)C)cc1 (stereo not given),-4%,-5%,4%,-17%,-3,-10%,0%,0%,9%
O=C(/C=C\c1ccco1)c1ccc(NC(=O)c2ccco2)cc1,-13%,?,-15%,?,-3,-2%[57.1 µM],0%,-5%,-5%
Cc1cc(Br)ccc1NC(=O)CN1C(=O)C2CC=CCC2C1=O (stereo not given),-16%,15%,0%,?,-10,4%,-1%,-6%,1%
CCOC(=O)c1cc(S(=O)(=O)Nc2ccc(OC)cc2OC)cn1C,0%,40%,6%,23%,0,11%,-5%,4%,4%
O=C(c1ccco1)N1CCN(C(=O)c2[nH]ncc2[N+](=O)[O-])CC1,-4%,20%,2%,7%,-11,-1%,-2%,0%,-2%
CC(C)(C)N(Cc1ccccc1)C(=O)COC(=O)c1ccc(Br)o1,-8%,12%,-11%,-11%,-3,-9%,-2%,0%,4%

# More compounds follow:
SMILES,USP1-UAF1 inh,RGS4 inhibitor,Vif-APOBEC3G blk,rTrxR1 inhibitor,LDHA block,TrxR1 substrate,Glioma ERSR ind,Vif-A3F inh,IDH1 R132H inh
Cc1ccc(C(=O)Cc2cc3ccccc3oc2=O)c(C)c1,-17%,4%,1%,21%,-8,1%,0%,6%,-1%
COCC(C)NC(=O)CSc1nc2ccccc2n1CCc1ccccc1 (stereo not given),-3%,-14%,1%,21%,-5,2%,-2%,-8%,2%
Cc1ccc(C)c(-n2nnc(-c3nc(-c4ccccc4C)no3)c2C)c1,-18%,-7%,8%,23%[57.1 µM],0,1%[57.1 µM],7%,1%,-10%
CCOC(=O)c1nnn(-c2nonc2N)c1CNc1ccccc1,-14%,3%,-1%,8%,-3,-6%,-1%,1%,0%
COc1cc(-c2cc(C(=O)O)c3cc4c(cc3n2)OCCO4)cc(OC)c1OC,10%,-12%,1%,-5%,4,-4%,-3%,-8%,1%
CN(C)C1=NCCN1CCc1ccc(F)cc1,-3%,0%,2%,5%[57.1 µM],-3,-7%[57.1 µM],0%,6%,-4%
COc1ccc(/C=N/NC(=O)CCC(=O)Nc2ccc(F)cc2)c(OC)c1,-1%,-2%,-1%,4%[57.1 µM],-7,4%[57.1 µM],-2%,8%,5%
O=C(Nc1ccc2ccccc2n1)c1ccccc1,-20%,-13%,1%,2%,-3,-2%,-7%,0%,-1%
CCOC(=O)C1CCN(C(=O)CN2c3ccc(CC)cc3-c3ccccc3S2(=O)=O)CC1,2%,0%,2%,-20%,7&-5,-14%,8%,-12%,5%
COC(=O)c1ccccc1NC(=O)N1CCC(n2c(C)nc3cccnc32)CC1,-1%,10%,1%,3%[57.1 µM],-2,8%[57.1 µM],-3%,-4%,12%
COc1ccc(C(C)NC(=O)c2ccc([N+](=O)[O-])cc2)cc1OC (stereo not given),-9%,8%,0%,-11%,-3,-7%,-3%,-2%,-7%
CCC(CC)C(=O)c1c[nH]c(C(=O)NCCOC)c1,-15%,-10%,0%,7%[57.1 µM],-5,12%[57.1 µM],-4%,12%,9%
O=C(CSc1nc(=O)n(CCCN2CCOCC2)c2c1CCCC2)Nc1ccc(F)cc1F,-10%,-10%,1%,-10%,-3,-6%,-4%,7%,3%

# From PubChem
